Source: PubChem BioAssay
BRCA1 expr up: activators of BRCA1 expression; Potency, µM (top dose mostly 46.1 µM), for inactives: at the highest dose activation, most hits filed as activators; MCF7-BRCA1-FFLuc reporter, luminescence, 48 h; response scale: scaled: vehicle 0%, 10 µM genistein 100%; actives 1.1% (n = 380,000); AID 624202; active = well fitted activation curve with a large enough effect; inconclusive = small, poorly fitted or top-dose-only effect; inactive = no such curve, though single readings can be large or run the other way; note: nearly all actives have a fitted effect of over 80% in size; some results filed as inactive show a strong effect at the top dose
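Reporter cells (MCF7, BRCA1 promoter-firefly luciferase) received library compounds across a concentration series for 48 h. End-point luminescence was measured and concentration-effect curves derived after normalization.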
uPA generation: blocks generation of uPA at the cell surface; Potency, µM (highest dose often 38.3 µM), for the others: at the highest dose activity change, negative = inhibition, hits mostly inhibitors; actives 0.31% (n = 330,000); AID 540303; cell surface uPA generation assay, qHTS; active = well fitted inhibition curve with a large enough effect; inconclusive = small, poorly fitted or top-dose-only effect; inactive = no such curve, though single readings can be large or run the other way; tested in mouse RAW 264.7 cells; note: % is set by controls: 0 for no effect and ±100 for the full control effect; nearly all actives have a fitted effect of over 55% in size
* = called active by the depositor; [ ] = another dose, or the depositor's remark. Potency is the fitted concentration of half-maximal effect.

How did C[C@]1(O)CC(=O)C=C[C@H]1Nc1ccccc1 do in these assays?
BRCA1 expr up: -73%; uPA generation: 8.9µM*

What do the screens show for `O=C(NCCN1CCOCC1)c1cccc(S(=O)(=O)N2CCCCC2)c1`?
BRCA1 expr up: -20%; uPA generation: 2%

Results for COc1ccc(C(=O)N2CCC(C(=O)N3CCN(c4ccccc4)CC3)CC2)cc1 ?
BRCA1 expr up: -16%; uPA generation: 0%

Results for Nc1ccc2c(c1)C(=O)c1cc(N)c(Cl)cc1-2 ?
BRCA1 expr up: -23%; uPA generation: -9%

What do the screens show for `O=C(NN=Cc1ccccc1)c1ccccc1`?
BRCA1 expr up: inconclusive; uPA generation: -10%

What do the screens show for `NC(=S)NN=C1c2ccccc2-c2cc(Br)ccc21`?
BRCA1 expr up: -79%[inhibitor]; uPA generation: -5%

How did O=C(c1ccccc1)C1OC1C(=O)c1ccccc1 (configuration not stated) do in these assays?
BRCA1 expr up: -40%; uPA generation: -13%

Results for O=C(c1ccc(Cl)cc1)N1CCN(c2ccc([N+](=O)[O-])c(NCc3cccnc3)c2)CC1 ?
BRCA1 expr up: -44%; uPA generation: -10%

Results for Cc1ccccc1-c1cccc([C@@H]2C[C@H]3[C@H](CON3C)CN2Cc2ccccc2)c1 ?
BRCA1 expr up: 0%; uPA generation: 1%

How did Cc1cc(O)cc(=O)n1Cc1ccccc1 do in these assays?
BRCA1 expr up: 1%; uPA generation: 11%

What do the screens show for `Cc1cc(S(=O)(=O)c2ccc([N+](=O)[O-])cn2)ccc1Br`?
BRCA1 expr up: -88%; uPA generation: -8%

Results for CCOC(=O)c1cccc(OS(=O)(=O)Cc2ccccc2)c1 ?
BRCA1 expr up: 41%; uPA generation: -3%

Results for Cc1cc(-c2nc3ncccc3o2)ccc1NC(=O)c1ccc([N+](=O)[O-])o1 ?
BRCA1 expr up: 11%; uPA generation: 0%

What do the screens show for `COc1cc2[nH]cc(C(=O)NCc3cccs3)c(=O)c2cc1OC`?
BRCA1 expr up: -57%; uPA generation: 2%

What do the screens show for `COc1ccc(NC(=O)C2CC3C=CC2C3)c([N+](=O)[O-])c1` (configuration not stated)?
BRCA1 expr up: 60%; uPA generation: -10%

How did COc1cc2c(cc1CNC[C@H]1O[C@@H](n3cnc(C(N)=O)n3)[C@H](O)[C@@H]1O)OCO2 do in these assays?
BRCA1 expr up: -6%; uPA generation: 6%

How did COc1ccc(N2N=NN(C(C)C)C2=C(Cl)c2nnnn2-c2ccc(OC)cc2)cc1 do in these assays?
BRCA1 expr up: 40%; uPA generation: -8%

What do the screens show for `CCOC(=O)C[C@H]1c2ccc(C(F)(F)F)cc2S(=O)(=O)N1Cc1ccccc1`?
BRCA1 expr up: -9%; uPA generation: -1%

What do the screens show for `CCc1cccc2c1Sc1ccccc1CC2N1CCNCC1` (configuration not stated)?
BRCA1 expr up: -86%; uPA generation: -48%

Results for CCOC(=O)C1Nc2c(cc(C(F)(F)F)cc2[N+](=O)[O-])C2c3ccccc3CC12 (configuration not stated) ?
BRCA1 expr up: -13%; uPA generation: -14%

How did CCC[C@H]1CC(=O)C=C(c2ccc(OC)cc2)ON1C(=O)OC(C)(C)C do in these assays?
BRCA1 expr up: 0%; uPA generation: -5%

Results for CC(=O)Nc1ccc(NC(=O)COC(=O)c2ccc(S(=O)(=O)N(C)c3ccccc3)cc2)cc1 ?
BRCA1 expr up: 10%; uPA generation: -5%

Results for Cc1cc(Nc2cccc(Br)c2)c2ccccc2n1 ?
BRCA1 expr up: -43%; uPA generation: -7%

What do the screens show for `COC(=O)c1ccc(C)cc1C1CN=NC12Cc1cc(C)ccc1C2=O` (configuration not stated)?
BRCA1 expr up: -56%; uPA generation: 3%

What do the screens show for `C/C(CC(=O)Nc1ccccc1C(F)(F)F)=N\NC(=O)c1cnccn1`?
BRCA1 expr up: -1%; uPA generation: 4%

Results for O=C1NC[C@H](Cc2ccccc2)N(CC2CCN(CCCCc3ccccc3)CC2)C1=O ?
BRCA1 expr up: -7%; uPA generation: 20%

Results for CC1CCCC(C)N1CCOc1cc(N)ccc1C#N (configuration not stated) ?
BRCA1 expr up: -18%; uPA generation: 5%

How did CN(C(=O)c1ccc(Cl)cc1)c1ccc(OCC(=O)Nc2cc(C(=O)O)ccc2Cl)cc1 do in these assays?
BRCA1 expr up: -2%; uPA generation: 9%

What do the screens show for `OC(CNCCN1CCNCC1)Cc1ccccc1` (configuration not stated)?
BRCA1 expr up: -11%; uPA generation: 1%

Results for Cc1nc(NC(=O)c2cccnc2Cl)sc1C ?
BRCA1 expr up: 3.2µM*; uPA generation: -14%

Of the compounds above, these contain a CF3 group.
What do the screens show for `CCOC(=O)C[C@H]1c2ccc(C(F)(F)F)cc2S(=O)(=O)N1Cc1ccccc1`?
BRCA1 expr up: -9%; uPA generation: -1%

Results for CCOC(=O)C1Nc2c(cc(C(F)(F)F)cc2[N+](=O)[O-])C2c3ccccc3CC12 (configuration not stated) ?
BRCA1 expr up: -13%; uPA generation: -14%

What do the screens show for `C/C(CC(=O)Nc1ccccc1C(F)(F)F)=N\NC(=O)c1cnccn1`?
BRCA1 expr up: -1%; uPA generation: 4%

The results go on.
Results for O=S(=O)(Nc1ccccc1-c1ccccc1)c1ccccc1 ?
BRCA1 expr up: -29%; uPA generation: 5%

How did CCOc1ccc(-c2csc(C3COc4ccccc4O3)n2)cc1 (configuration not stated) do in these assays?
BRCA1 expr up: 10µM*; uPA generation: 5%

How did CN(C(=O)/C=C/c1ccc(F)cc1)C1CCCCC1 do in these assays?
BRCA1 expr up: inconclusive; uPA generation: -1%

How did O=C(CN1CCN(CC(=O)c2ccc(Cl)cc2)CC1)c1ccc(Cl)cc1 do in these assays?
BRCA1 expr up: 4%; uPA generation: 1%

How did CC(C)CC(=NNC(=O)c1ccncc1)c1cc(Cl)ccc1O do in these assays?
BRCA1 expr up: -94%; uPA generation: -9%

Results for COCOc1cc(O)c(C(=O)/C=C/c2ccccc2)c(OCOC)c1 ?
BRCA1 expr up: -15%; uPA generation: 10µM*

What do the screens show for `Cc1ccc(C(=O)N2CCC(C(=O)c3ccc(F)cc3)CC2)cc1`?
BRCA1 expr up: -12%; uPA generation: 19%

What do the screens show for `CN1OC[C@@H]2CN[C@H](c3cccc(-c4cc(Cl)cc(Cl)c4)c3)C[C@@H]21`?
BRCA1 expr up: 4%; uPA generation: 7%

Results for NC(=O)c1ncn([C@@H]2O[C@H](CNCc3cnc(N4CCOCC4)nc3)[C@@H](O)[C@H]2O)n1 ?
BRCA1 expr up: -2%; uPA generation: 10%

Results for COC(=O)C1N[C@@H]([C@@H](NC(=O)COc2ccccc2)C(=O)NCc2ccsc2)SC1(C)C (some centres not stated) ?
BRCA1 expr up: -6%; uPA generation: 5%

Results for Cc1noc(C)c1COc1ccccc1C(=O)N1CCN(S(=O)(=O)c2ccc(F)c(F)c2)CC1 ?
BRCA1 expr up: -8%; uPA generation: -3%

What do the screens show for `CN(C)CCCN1c2ccccc2Sc2ccc3ccccc3c21`?
BRCA1 expr up: -72%; uPA generation: -3%

Results for CC1(C)c2[nH]c3ccccc3c2C[C@@H]2C(=O)N(c3cc(F)ccc3F)C(=O)N21 ?
BRCA1 expr up: -5%; uPA generation: 8%

Results for O=C(C(c1ccccc1)C(O)c1ccccc1)N1CCOCC1 (configuration not stated) ?
BRCA1 expr up: -6%; uPA generation: -2%

What do the screens show for `Cc1cc2ncn(S(=O)(=O)c3ccc(S(N)(=O)=O)cc3)c2cc1C`?
BRCA1 expr up: 3%; uPA generation: -4%

What do the screens show for `Cc1ccc(C(=O)COC(=O)CN2C(=O)C3CC=CCC3C2=O)cc1[N+](=O)[O-]` (configuration not stated)?
BRCA1 expr up: -11%; uPA generation: 2%

How did Cc1ccc2scc(CN3CCCC3)c2c1 do in these assays?
BRCA1 expr up: -2%; uPA generation: 5%

Results for CCOc1ccccc1C(=O)N[C@H](C(=O)OCC(=O)Nc1nnc(-c2ccccc2)o1)C(C)C ?
BRCA1 expr up: -16%; uPA generation: -2%

How did Cc1cc2cc(CCNC(=O)C(C)C)c(=O)[nH]c2cc1C do in these assays?
BRCA1 expr up: 16%; uPA generation: 5%

What do the screens show for `CN(C(=O)c1ccc(NC(=O)Cc2ccc(NC(=O)C3CCCN(C(=O)c4ccccc4)C3)cc2)cc1)C1CCCC1` (configuration not stated)?
BRCA1 expr up: 8%; uPA generation: 10%

How did CCOc1cc(CO)cc(Br)c1OCC(=O)O do in these assays?
BRCA1 expr up: 0%; uPA generation: 9%

What do the screens show for `N#Cc1ccc(CC(=O)c2ccccc2)[nH]c1=O`?
BRCA1 expr up: 77%; uPA generation: 1%

How did C(=NN=C1c2ccccc2-c2ccccc21)c1ccc2c(c1)OCO2 do in these assays?
BRCA1 expr up: -49%; uPA generation: 7%

Results for Cn1c2ccccc2c(=O)c2ccc(NCc3ccc4c(c3)OCO4)cc21 ?
BRCA1 expr up: 83%; uPA generation: -28%

What do the screens show for `Nc1ccc2c(c1)-c1ccc(F)cc1C2=O`?
BRCA1 expr up: -6%; uPA generation: 8%

How did CN(C(=O)c1ccc(NC(=O)Cc2cccc(NC(=O)C3CCCN(C(=O)C4CCCC4)C3)c2)cc1)C1CC1 (configuration not stated) do in these assays?
BRCA1 expr up: 40%; uPA generation: inconclusive

What do the screens show for `COc1ccc(C(=O)CC(=O)c2ccc(F)cc2)cc1`?
BRCA1 expr up: inconclusive; uPA generation: -8%

What do the screens show for `CCN(CC)CCOc1ccc(C=NNc2nc3c([nH]2)c(=O)n(C)c(=O)n3C)cc1`?
BRCA1 expr up: -46%; uPA generation: -2%

What do the screens show for `Nc1nc(N)nc(C2C=CCCC2)n1` (configuration not stated)?
BRCA1 expr up: 1%; uPA generation: -6%

What do the screens show for `C=CCN(CC=C)Cc1c(O)ccc2c1oc(=O)c1ccccc12`?
BRCA1 expr up: 0%; uPA generation: -14%

Results for CC[C@]12C(=O)N(C)C[C@H]([C@@H]3C(=O)N(Cc4ccccc4)C(=O)[C@@H]31)N2C(=O)c1ccc(C(C)(C)C)cc1 ?
BRCA1 expr up: -15%; uPA generation: -11%

Results for O=C1NC(=S)NC1=Cc1ccc(Cl)cc1Cl ?
BRCA1 expr up: -28%; uPA generation: 0%

How did CCOC(=O)N1CCC(NC(=O)C2CCN(Cc3nc(-c4ccc(CC)cc4)oc3C)CC2)CC1 do in these assays?
BRCA1 expr up: -7%; uPA generation: 3%

Results for CCOC(=O)N1CCN(C(=O)CCc2ccc(S(=O)(=O)NCC(C)C)cc2)CC1 ?
BRCA1 expr up: -1%; uPA generation: -10%

Results for COc1ccc(S(=O)(=O)Nc2ccc(Nc3ccccc3)cc2)cc1 ?
BRCA1 expr up: -29%; uPA generation: -1%

What do the screens show for `Cc1cc(CNC[C@H]2O[C@@H](n3cnc(C(N)=O)n3)[C@H](O)[C@@H]2O)c(C)n1-c1cccnc1`?
BRCA1 expr up: -2%; uPA generation: -8%

Results for O=C(Cc1ccccn1)c1ccncc1 ?
BRCA1 expr up: -14%; uPA generation: -1%

How did CC1CCCCN1Cc1nc2c(c(=O)n(C)c(=O)n2C)n1CCCc1ccccc1 (configuration not stated) do in these assays?
BRCA1 expr up: 4%; uPA generation: 0%

Results for CC(=O)/C(=N\Nc1ccccc1)Oc1ccc(Br)cc1 ?
BRCA1 expr up: -19%; uPA generation: 1%

Results for COc1ccccc1C(=O)Cc1ccccc1 ?
BRCA1 expr up: -8%; uPA generation: -20%

Results for Cc1ccc(C(=O)Cc2ccccc2)cc1 ?
BRCA1 expr up: 47%; uPA generation: -13%

What do the screens show for `C=C1CCN([C@@H](CC(C)C)C(=O)Nc2ccc(OC)cc2)S(=O)(=O)c2ccccc21`?
BRCA1 expr up: 25%; uPA generation: -4%

Results for COc1cc2oc3cc(C#Cc4ccc(N)cc4)ccc3c(=O)c2cc1OC ?
BRCA1 expr up: 5%; uPA generation: 4µM*

What do the screens show for `CC(C(=O)c1ccccc1)C(O)c1ccccn1` (configuration not stated)?
BRCA1 expr up: 31%; uPA generation: 1%

Results for CCN(CC)c1ccc(S(=O)(=O)N2CCOCC2)cc1NC(=O)COC(=O)C1=COCCO1 ?
BRCA1 expr up: -49%; uPA generation: 0%

How did CCc1c(N)nc(N)nc1Nc1ccccc1Cl do in these assays?
BRCA1 expr up: -28%; uPA generation: -9%

Results for COc1ccc(S(=O)(=O)N(C)C)cc1NCC(=O)Nc1cccc2ccccc12 ?
BRCA1 expr up: -15%; uPA generation: -1%

Results for O=[N+]([O-])c1cc(F)cc(F)c1Nc1ccc(F)cc1 ?
BRCA1 expr up: -19%; uPA generation: 1%

What do the screens show for `C=CCN(CC=C)CC(=O)Nn1c(C)ccc1C`?
BRCA1 expr up: -11%; uPA generation: 3%

How did CC(=O)OCC(=O)C1(O)CCC2C3CC(C)C4=CC(=O)C=CC4(C)C3(F)C(O)CC21C (configuration not stated) do in these assays?
BRCA1 expr up: -32%; uPA generation: -3%

Results for CN(C)C(CNC(=O)c1cc2ccccc2o1)c1ccccc1 (configuration not stated) ?
BRCA1 expr up: -8%; uPA generation: 0%

Three entries drawn at random from those above, as already listed:
What do the screens show for `C/C(CC(=O)Nc1ccccc1C(F)(F)F)=N\NC(=O)c1cnccn1`?
BRCA1 expr up: -1%; uPA generation: 4%

Results for NC(=O)c1ncn([C@@H]2O[C@H](CNCc3cnc(N4CCOCC4)nc3)[C@@H](O)[C@H]2O)n1 ?
BRCA1 expr up: -2%; uPA generation: 10%

Results for CCOC(=O)N1CCN(C(=O)CCc2ccc(S(=O)(=O)NCC(C)C)cc2)CC1 ?
BRCA1 expr up: -1%; uPA generation: -10%

An excerpt. The share of hits here may be higher or lower than overall.
